Xi reactivation – X-chromosome reactivation activator; activation, % at 7.58 µM; XiGFP mouse fibroblasts, % GFP-positive cells imaging, 3 d; cells co-treated with 5-aza-dC sensitizer; scaled so ellipticine positive control = 100%; 360,000 compounds, 0.055% hits;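 active = mean normalized replicate activation at least 10% and every replicate at or above 10%; inconclusive = only one of the two criteria met; inactive = mean below 10% and not all replicates reach 10%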;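 also: 0% = median of on-plate neutral control wells and 100% = ellipticine 6 µM median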
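Schedule: 3 d treatment, 15 min room-temperature fixation; system: 68-5-11 XiGFP fibroblast line; buffer or medium: DMEM plus 5-aza-dC sensitizer; control set: ellipticine 6 µM positive control; compound: one concentration, pinned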
DENV2 CPE – DENV2-induced cell death inhibition; CPE inhibition, % at 9.99 µM; 350,000 compounds, 1.7% hits; DENV2-infected cells, cytopathic effect rescue, plate reader; AID 651640; in the data active = CPE inhibition above about 20%, passing the limit was not always enough; inconclusive = no clear call, values can overlap the other calls; tested in BHK-21 cells;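 also: 0% = median of neutral control wells and 100% = median of positive control wells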
E-sel inducer – induces E-selectin expression in human endothelial cells; AID 686992; activation, % at 7.58 µM; HUVEC E-selectin immunofluorescence imaging; normalized: neutral wells 0, TNF-alpha wells 100; 260,000 compounds, 0.37% hits;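 active = mean E-selectin-positive cell signal at least 10% of the positive control, reached in at least 60% of replicates, without over 20% cell loss; inconclusive = no rule given, readout overlaps actives, possibly toxicity-flagged; inactive = the rest, including those meeting only one limit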;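 also: in these data hits start at about 27%; measured in HUVEC primary endothelial cells; signal is the percent of cells scored E-selectin positive by PE staining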
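Test system: HUVEC; input: 3,000 HUVEC/well; measured by: immunofluorescence imaging; read-out: % PE-positive cells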
RAD52 inh – RAD52 (human) annealing inhibition; P43351; recombinant RAD52 DNA annealing, FRET fluorescence; inhibition, % at 18.7 µM; 360,000 compounds, 0.46% hits; AID 651710;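 active = every replicate showing at least 50% inhibition; inconclusive = mean inhibition at least 50% but not in every replicate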
Target sequence (P43351 whole entry, looked up): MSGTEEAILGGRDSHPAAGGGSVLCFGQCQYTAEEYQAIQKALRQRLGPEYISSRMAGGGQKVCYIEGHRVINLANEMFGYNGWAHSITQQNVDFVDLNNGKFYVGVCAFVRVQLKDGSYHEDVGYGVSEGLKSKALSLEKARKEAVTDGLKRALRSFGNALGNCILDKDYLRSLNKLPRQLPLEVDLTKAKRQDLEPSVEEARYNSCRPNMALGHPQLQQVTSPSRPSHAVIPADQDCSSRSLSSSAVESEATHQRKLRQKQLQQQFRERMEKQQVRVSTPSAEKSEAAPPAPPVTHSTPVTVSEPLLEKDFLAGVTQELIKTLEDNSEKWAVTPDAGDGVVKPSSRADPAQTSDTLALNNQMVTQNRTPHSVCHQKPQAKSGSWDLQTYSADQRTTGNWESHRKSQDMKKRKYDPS
CASP6 VEID inh – caspase-6 (human) enzyme inhibition; P55212; purified caspase-6, Z-VEID-R110 cleavage fluorescence; inhibition, % at 12.5 µM; 350,000 compounds, 0.53% hits; AID 686996;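 active = mean inhibition across replicates at least about 35%, with every replicate also reaching that limit, limit read from the data; inconclusive = only one of the two criteria met; inactive = neither criterion met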;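 also: 0% = median of neutral control wells and 100% = no fluorescence left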
Target sequence (P55212 24-179 limits assumed): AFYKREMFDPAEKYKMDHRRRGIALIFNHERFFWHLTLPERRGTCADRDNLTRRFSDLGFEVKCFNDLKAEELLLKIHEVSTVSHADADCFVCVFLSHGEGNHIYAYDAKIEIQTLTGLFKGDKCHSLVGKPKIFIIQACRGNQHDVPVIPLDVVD
Target sequence (P55212 194-293 limits assumed): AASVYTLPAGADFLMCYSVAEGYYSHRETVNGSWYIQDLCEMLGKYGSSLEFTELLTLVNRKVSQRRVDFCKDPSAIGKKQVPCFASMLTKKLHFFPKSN
INS-1E GSIS act – GLuc luminescence reporter in INS-1E cells, primary screen for activators of glucose-dependent secretion of insulin | INS-1E GLuc reporter insulin secretion, 2-3 h | activation, % at 16.6 µM | 370,000 compounds, 0.61% hits;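 active = lowest replicate activation of at least 40%, so every replicate reaches that level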;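 also: 0% = median of neutral control wells and 100% = median of IBMX positive control wells; some compounds called inactive have numbers as strong as hits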
RAD54 branch – RAD54 (human) branch migration inhibition. 360,000 compounds, 0.14% hits. RAD54 Holliday junction branch migration, FAM/BHQ fluorescence. inhibition, % at 10.4 µM. Q92698;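 active = mean normalized replicate activity at least 40 and at least half of replicates scoring 40 or more; inconclusive = only one of the two criteria met; inactive = mean below 40 and under half of replicates reaching 40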;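 also: 0% = median of neutral control wells and 100% = median of positive control wells; inhibitors cause a drop in the FAM fluorescence signal; in these data hits start at about 50%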
CFTR F508del cor – CFTR F508del correction in bronchial cells. CFBE cells, YFP halide quenching; stimulated with forskolin plus potentiator P3; % fluorescence drop versus neutral controls. activity (quench increase), % at 7.58 µM. 350,000 compounds, 0.36% hits. AID 720511;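 active = mean added fluorescence quench of at least 8% versus neutral control, with both replicates also reaching 8%; inconclusive = only one of the mean or replicate conditions met; inactive = mean below 8% and not both replicates reaching 8%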;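 also: cells transiently co-express mutant CFTR-F508del with the halide-sensitive YFP; corrector assay measuring rescue of mutant channel to the surface after 24 h compound exposure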
An asterisk follows results filed as active; ? = inconclusive; . = no result given.

SMILES | Xi reactivation | DENV2 CPE | E-sel inducer | RAD52 inh | CASP6 VEID inh | INS-1E GSIS act | RAD54 branch | CFTR F508del cor
C[C@H](CO)N1C[C@H](C)[C@H](CN(C)C(=O)Nc2ccccc2)Oc2ccc(NC(=O)Nc3ccc(C(F)(F)F)cc3)cc2C1=O | -0.9 | 7 | -0.7 | 4 | -2 | -7 | 1 | 1.6
Cc1nnc(CN(C)C(=O)CC2C(=O)NCCN2Cc2ccccc2C)o1 (stereo not given) | 0.0 | 2 | . | -11 | 2 | 38 | -10 | 1.7
CN1C(=O)c2cc(NC(=O)NCc3ccccc3)ccc2OC[C@H]2O[C@H](CC(=O)NCC3CCCCC3)CC[C@H]21 | 0.5 | 98* | -0.1 | 5 | -4 | -11 | -5 | -0.9
O=C(Nc1ccc(F)cc1)N[C@@H]1CC[C@@H](CCNS(=O)(=O)c2ccccc2F)O[C@H]1CO | -0.1 | 0 | 0.0 | -2 | -8 | -15 | -10 | -1.2
COc1ccc(C(O)c2ncc(-c3ccccc3C)[nH]2)cc1 (stereo not given) | 0.0 | 1 | -0.9 | 3 | 2 | -13 | 5 | -2.9
O=C(CN1C(=O)C(=O)N(C2CCCC2)C1=O)NCCc1ccc(F)cc1 | 0.3 | 16 | 0.5 | -32 | -3 | -26 | 6 | -4.3
CCCN1C(=O)c2[nH]nc(-c3cc(Cl)c(C)cc3O)c2C1c1ccc(O)c(OC)c1 (stereo not given) | 0.0 | 0 | 0.1 | -2 | 1 | . | . | 0.5
COc1ccc(CCNC(=O)CSCc2ccc(Br)cc2)cc1OC | -0.1 | 1 | . | -16 | -1 | . | -2 | .
Nc1cc(C(=O)OCC(=O)N2CCN(C(=O)COC(=O)c3ccc(Cl)c(N)c3)CC2)ccc1Cl | -0.1 | -2 | 1.9 | -16 | 1 | -3 | -6 | -0.3
COc1ccc(CC(=O)Nc2cccc3c2CCCC3)cc1 | 0.2 | -10 | 0.3 | 3 | -2 | . | 1 | -2.1
OCCNC(=S)Nc1cc(Cl)cc(Cl)c1 | -0.2 | 1 | . | 0 | 1 | -11 | . | -1.4
C[C@H](CO)N1C[C@H](C)[C@@H](CN(C)Cc2cccc(F)c2)Oc2ncc(C#CCN(C)C)cc2C1=O | -1.2 | 8 | 0.0 | 5 | -1 | 24 | 1 | -0.7
O=C(N/N=C/c1cc([N+](=O)[O-])ccc1O)C1CCCCC1 | 0.0 | -1 | -1.0 | -16 | -5 | -16 | . | .
COc1ccccc1NC(=O)CNc1ccc(F)c(Cl)c1 | 0.1 | 1 | 2.1 | -8 | 7 | -27 | . | -5.0
O=C(O)C[C@H]1C[C@@H]2c3cc(NC(=O)Cc4ccncc4)ccc3O[C@@H]2[C@H](CO)O1 | 0.1 | -18 | 0.7 | 10 | 0 | 7 | . | -1.4
CC(C)CCN1CCN(C2CSCCSC2)CC1CCO (stereo not given) | 0.0 | 0 | . | -8 | 3 | -18 | 0 | -3.9
O=C(NCc1ccncc1)C1Cc2c(-c3ccccc3Oc3ccccc3)ccnc2O1 (stereo not given) | 0.0 | 7 | 0.0 | -6 | -1 | . | -1 | 1.6
COc1ccc2c3c(n(C)c2c1)[C@H](CO)N(S(=O)(=O)c1ccc(C)cc1)CC31CCN(Cc2cccnc2)CC1 | 0.0 | -1 | 0.0 | 19 | -2 | -4 | . | -0.3
Nc1ccn(C(C=O)CC(C=O)CO)c(=O)n1 (stereo not given) | 0.1 | 13 | 0.0 | -33 | 1 | 23 | -1 | 0.5
CCCCCc1ccc(OCCC[n+]2ccccc2)c(CCCCC)c1 | 0.3 | -14 | 0.2 | 44 | -87 | 192* | . | ?
O=C(CNC(=O)c1ccc(S(=O)(=O)N2CCCC2)cc1)N/N=C/c1ccc(Cl)cc1 | 0.0 | -3 | . | -10 | 3 | -25 | -2 | 2.1
COc1cccc(S(=O)(=O)N(C)C[C@@H]2Oc3ncc(-c4ccc(F)cc4)cc3C(=O)N([C@H](C)CO)C[C@@H]2C)c1 | 0.4 | -5 | -0.1 | 4 | 5 | -22 | 1 | -1.8
COCC(=O)N1C[C@@H](C)[C@@H](OC)CN(C)C(=O)c2cc(NC(=O)Nc3cccc(F)c3)ccc2OC[C@H]1C | 0.2 | ? | -0.1 | -2 | 0 | 5 | 4 | 1.0
COCC1CCN(Cc2cn(-c3ccccc3F)nc2-c2cc(C)sc2C)CC1 | -0.1 | 2 | 1.7 | -25 | 0 | 12 | -13 | -0.1
Cc1ccc2cc(CN(CCCO)S(=O)(=O)c3ccccc3F)c(=O)[nH]c2c1C | 0.5 | -2 | . | -6 | -1 | 12 | 9 | -0.7
CN(C)C(=O)c1ccc(-c2ccc([C@@H]3[C@@H](CO)N4CCCCN(C(=O)C5CC5)C[C@H]34)cc2)cc1 | 0.4 | -9 | 0.2 | -4 | 2 | 9 | -1 | 0.1
CC12CCC(=O)N1C(C(=O)Nc1cc(C(F)(F)F)ccc1N1CCOCC1)CS2 (stereo not given) | 0.1 | 3 | -2.3 | -4 | 0 | 1 | . | 2.7
O=C(O)c1ccc(NC(C(=O)c2ccccc2)c2ccccc2)cc1 (stereo not given) | 0.2 | 6 | -0.1 | -22 | -2 | . | -4 | -4.4
COc1ccc(OCCC(=O)OCC(=O)NC(=O)NC2CCCCC2)cc1 | 0.0 | -5 | -0.2 | -12 | 1 | 0 | -7 | 3.3
O=C(CSc1nc2ccccc2[nH]1)c1c[nH]c2ccccc12 | 0.0 | 2 | 3.5 | -8 | -1 | 9 | . | -0.8
O=C(Cn1cc(COc2ccc(Br)cc2)nn1)c1ccc(O)cc1 | 0.1 | -7 | 0.0 | -13 | 8 | -15 | -11 | 1.3
Cc1cc(N)n(-c2cc(C)c3ccccc3n2)n1 | 0.1 | -5 | 5.6 | -5 | -1 | -8 | . | -9.5
CN1C[C@@H]2[C@@H]3C(=O)N(C)C(=O)[C@@H]3[C@](C)(C1=O)N2C(=O)c1ccc(Cl)c(Cl)c1 | 0.0 | ? | -0.1 | -27 | -5 | 1 | -8 | -0.7
COC(=O)c1ccc(/C=C/c2ccc3cccc(OC)c3n2)cc1 | -0.1 | . | . | -13 | -4 | . | . | -1.4
COC(=O)C1=C(C)N(CC(C)C)C(=S)NC1c1cccc(F)c1 (stereo not given) | 0.0 | 56* | 1.0 | -10 | -1 | -20 | . | -1.1
CCN1C(=O)[C@H]2[C@@H](c3ccc(-c4ccc(OC)cc4)cc3)N[C@@](Cc3ccccc3)(C(=O)OC)[C@H]2C1=O | 0.0 | 5 | -0.2 | -10 | 1 | 1 | -1 | -0.9
O=C(Nc1ccc(Cl)cc1)Nc1cccnc1 | . | -1 | . | -12 | -1 | -10 | 9 | -1.6
C/C(=N\Nc1nc(Cl)c(Cl)cc1Cl)c1ccc(S(=O)(=O)NCc2ccco2)cc1 | 0.2 | 1 | 0.4 | -67 | 0 | 12 | . | .
Cc1ccc(NC(=O)c2cc3c(s2)CCCC3)cc1 | -0.2 | -2 | 1.0 | -13 | 2 | -4 | -6 | -3.5
CCn1c(SCC(=O)c2ccccc2)nnc1-c1cccnc1 | 0.0 | -4 | 0.2 | -4 | 1 | 3 | . | .

Among those listed so far, these have a thiophene ring, fused or not.
SMILES | Xi reactivation | DENV2 CPE | E-sel inducer | RAD52 inh | CASP6 VEID inh | INS-1E GSIS act | RAD54 branch | CFTR F508del cor
COCC1CCN(Cc2cn(-c3ccccc3F)nc2-c2cc(C)sc2C)CC1 | -0.1 | 2 | 1.7 | -25 | 0 | 12 | -13 | -0.1
Cc1ccc(NC(=O)c2cc3c(s2)CCCC3)cc1 | -0.2 | -2 | 1.0 | -13 | 2 | -4 | -6 | -3.5

The results go on.
SMILES | Xi reactivation | DENV2 CPE | E-sel inducer | RAD52 inh | CASP6 VEID inh | INS-1E GSIS act | RAD54 branch | CFTR F508del cor
CO[C@@H]1CN(C)C(=O)c2cc(NS(C)(=O)=O)ccc2OC[C@H](C)N(C(=O)C2CC2)C[C@H]1C | -0.6 | 12 | -0.1 | 5 | 2 | -1 | -5 | -0.9
Cc1ccc(NC(=O)C2CCN(S(=O)(=O)c3cccs3)CC2)cc1 | 0.1 | -5 | 0.2 | -9 | . | -13 | . | 4.4
O=C(C(Cl)c1ccccc1)N1CCOCC1 (stereo not given) | 0.2 | ? | 0.5 | -10 | -2 | 40 | -9 | -1.6
CN(C(=O)COC(=O)c1ccc(Cl)c(S(=O)(=O)N2CCCCCC2)c1)C1CCS(=O)(=O)C1 (stereo not given) | 0.4 | ? | 1.0 | -18 | 1 | -18 | -4 | -0.6
CC1(C)Cc2c(sc(NC(=O)COc3ccccc3)c2C#N)C(C)(C)N1 | 0.1 | -2 | 2.0 | -53 | -3 | -5 | . | -0.4
CCOC(=O)C1=C(C)NC2=C(C(=O)c3ccccc32)C1c1ccc([N+](=O)[O-])o1 (stereo not given) | 0.1 | 4 | 0.3 | 1 | 3 | -33 | 7 | -2.2
COc1ccc(S(=O)(=O)Nc2cccc3c2O[C@@H](CN(C)C(=O)Nc2ccc(F)cc2)[C@@H](C)CN([C@H](C)CO)C3=O)cc1 | -0.4 | -6 | 0.1 | -14 | 3 | -26 | -2 | -6.5
CCOC(=O)/C=C/C(=O)Nc1ccc(S(=O)(=O)Nc2cc(C)on2)cc1 | 0.1 | 16 | . | 5 | 2 | 0 | -3 | -2.8
O=C(Cc1ccccn1)N1CC(=O)N2[C@H](C1)[C@@H](c1ccc(-c3ccccc3)cc1)[C@@H]2CO | 0.1 | 4 | 0.2 | -14 | 0 | -5 | . | -2.0
COCC(=O)N(C)C[C@@H]1Oc2ncc(C#C[C@H](C)O)cc2C(=O)N([C@H](C)CO)C[C@H]1C | 0.7 | -1 | -1.1 | 15 | 5 | 12 | 1 | 1.1
O=c1[nH]c2cc3c(cc2cc1CN(Cc1cccnc1)C(=S)NCc1ccco1)OCO3 | 0.0 | -2 | . | -12 | 5 | -20 | . | -1.6
CC1CCCCC12NC(=O)N(CC(=O)NCCc1c[nH]c3ccccc13)C2=O (stereo not given) | 0.3 | -5 | . | -15 | 1 | 31 | 6 | 0.3
O=C(NC1CCCCC1)C(c1ccc(C(F)(F)F)cc1)n1c(=O)c(-c2ccco2)nc2ccccc21 (stereo not given) | 0.0 | -13 | 1.0 | -30 | 0 | -35 | . | 0.0
C/C(=N\NC(=O)c1cccc(Br)c1)c1cccnc1 | 0.0 | 6 | -0.4 | -3 | -10 | 13 | -7 | 0.6
CCC(=O)N1CCCCN2[C@H](CO)[C@H](c3ccc(-c4cccc(C#N)c4)cc3)[C@@H]2C1 | 0.6 | -3 | 0.5 | -43 | 1 | 0 | 2 | -1.3
O=C1C(c2ccccc2)NC(=S)N1C1CCCCC1 (stereo not given) | 0.0 | -5 | . | -12 | 0 | 24 | 2 | -8.4
C/C=C/c1ccc([C@@H]2[C@@H](CO)N3CCCCN(C(=O)Nc4ccccc4F)C[C@@H]23)cc1 | -0.1 | 3 | -0.7 | -38 | 0 | -29 | 7 | -0.4
COc1ccc(S(=O)(=O)N2CCOC2CNC(=O)C(=O)NCCc2c[nH]c3ccccc23)cc1C (stereo not given) | 0.0 | -2 | 0.0 | -14 | -1 | . | 3 | -2.0

Source: PubChem BioAssay (Broad Institute)
